KB-3-1 tox – KB-3-1 parental cell cytotoxicity; KB-3-1 viability, CellTiter-Glo ATP luminescence, 72 h; 1.4% of 400,000 active; Potency, µM (series often up to 46.1 µM), without a hit: at the top dose activity change, negative = cytotoxic, actives largely listed as cytotoxic; further: potency means the concentration at half of the fitted maximal effect; on the % scale 0 is the no-effect control and ±100 the full control effect; nearly all actives have a fitted effect of over 60% in size
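Here the drug-naive KB-3-1 line serves as comparator for MDR sub-line selectivity; cells received compound titrations, 72 h at 37 °C, then CellTiter-Glo readout.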
ATXN2 expr inh – ATXN2 expression inhibition | HEK-293 ATXN2-luciferase reporter, luminescence, 24 h | Potency, µM (titrated, usually from 57 µM), for the others: top-dose activity change, negative = inhibition, hits mostly inhibitors | 0.72% of 360,000 active; further: potency means the concentration at half of the fitted maximal effect; on the % scale 0 is the no-effect control and ±100 the full control effect; nearly all actives have a fitted effect of over 55% in size
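ATXN2-luciferase reporter cells (luciferase flanked by upstream and downstream ATXN2 gene portions) were treated 24 h at 37 °C with compounds at up to 57 uM. SteadyGlo luminescence gave expression; GF-AFC fluorescence gave viability.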
HT1080 IDH1KD tx – kills HT-1080 cells with IDH1 knockdown | Potency, µM (titrated, usually from 46.1 µM), for the others: at the top dose activity, negative = toxicity, actives largely listed as cytotoxic | HT-1080 IDH1 knockdown viability, ATP luminescence, 48 h | 2% of 360,000 active;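 further: potency means the concentration at half of the fitted maximal effect; 0% = DMSO wells and -100% = cell-free medium wells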
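In this qHTS, HT-1080 cells depleted of IDH1 are exposed for 48 h at 37 °C to compound titrations. Toxicity is scored from CellTiter-Glo luminescence, with DMSO as full viability and medium alone as none.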
SW480 rerep – DNA re-replication induction in SW480 cells. SW480 DNA re-replication, Hoechst DNA content imaging, 48 h. Potency, µM (series often up to 46.1 µM), for inactives: at the highest dose re-replication activation, usual class: activators. 1.8% of 340,000 active. AID 624297; further: potency means the concentration at half of the fitted maximal effect; % of control where 0% means no effect; nearly all actives have a fitted effect of over 55% in size
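250 cells/well; 23 nL cpd via pin tool; 48 hr, 37 C, 5% CO2; Hoechst 40 min; imager read of total nuclear intensity, ex 405/em 500-530 nm.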
ATXN viability – cell viability loss in ATXN counter-screen | 0.49% of 400,000 active | Potency, µM (titrated, usually from 56.7 µM), actives largely listed as cytotoxic | AID 651635 | S2 cells (HEK-293 line with an ATXN2-luciferase reporter) viability, CellTiter-Fluor protease fluorescence, 24 h; further: potency means the concentration at half of the fitted maximal effect; nearly all actives have a fitted effect of over 40% in size
IL1B secr inh – inflammasome signaling inhibition, IL-1 beta readout | THP-1 LPS/ATP IL-1B secretion, AlphaLISA, 16 h; active compounds read low | activity change, % at 57.5 µM | 4.7% of 360,000 active; in the data active means activity change below about -50%; inconclusive means mostly about -30% to -49%; further: on the % scale 0 is the no-effect control and ±100 the full control effect
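Secreted IL-1B measured by AlphaLISA bead assay after 16 h compound exposure of THP-1 cells; compounds (final up to 57.5 uM) added 1 h before LPS (250 ng/mL) and ATP (1.25 mM) stimulation; lower signal means less secretion.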
HepG2 viability – kills HepG2 cells in TGF-b inhibitor counter-screen; HepG2 CAGA-GFP viability, ATP luminescence, 18 h; Potency, µM (highest dose often 46.1 µM), inactives show at the highest dose activity change, negative = cytotoxicity, most hits filed as cytotoxic; 0.76% of 410,000 active; further: potency means the concentration at half of the fitted maximal effect; some results filed as inactive show a strong effect at the top dose
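CellTiter-Glo luminescence gave cytotoxicity after 18 hours at 37 degrees C. The cells were HepG2 CAGA-GFP in 1% FBS DMEM, stimulated with 500 pg/mL TGF-beta after compound addition. %Activity was normalised to no-cell wells (complete cell-killing) and DMSO (no toxicity), and curves were fitted and classified.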
MCF10A rereplic – DNA re-replication induction in MCF 10a cells; MCF 10A DNA re-replication, Hoechst nuclear intensity, 48 h; Potency, µM (series often up to 46.1 µM), for inactives: at the top dose activity, positive = re-replication, hits mostly activators; 2.9% of 350,000 active; further: potency means the concentration at half of the fitted maximal effect; % of control where 0% means no effect; nearly all actives have a fitted effect of over 50% in size
HT1080NT lethal – kills 2HG-producing HT-1080-NT fibrosarcoma cells; 1.6% of 360,000 active; HT-1080-NT fibrosarcoma viability, CellTiter-Glo ATP luminescence, 48 h; Potency, µM (series often up to 46.1 µM), inactives show top-dose activity, negative = less viability, actives largely listed as cytotoxic;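 further: NT is the 2HG producing partner of a matched IDH1 knockdown line; potency means the concentration at half of the fitted maximal effect; 0% = DMSO-treated cells and -100% = media-only wells without cells; nearly all actives have a fitted effect of over 55% in size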
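Luminescent CellTiter-Glo readout after 48 hours of compound exposure at 37 degrees C defined viability of HT-1080-NT cells. Activity was normalized to DMSO wells and cell-free media wells; concentration-response curves were fitted and assigned curve classes.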
Active calls of the source: *; i = inactive; ? = inconclusive; / = no result given; & = joins results of further samples; [ ] = another dose, or the depositor's remark. Unless noted, the call rests on the fitted dose curve; in most records, active means well fitted curve in the direction sought with a large enough effect; inconclusive means small, poorly fitted or top-dose-only effect, or another doubt; inactive means no such curve, though single readings can be large; an effect the other way counts as inactive or inconclusive.

SMILES	KB-3-1 tox	ATXN2 expr inh	HT1080 IDH1KD tx	SW480 rerep	ATXN viability	IL1B secr inh	HepG2 viability	MCF10A rereplic	HT1080NT lethal
COc1ccc2cc(CCl)c(Cl)nc2c1	0.7%	/	-4.6%	0.3%	i	5.2	-4.9%	5.6%	-5.6%
Cc1c(NC(=O)c2ccc(CN3CCc4ccccc4C3)cc2)c(=O)n(-c2ccccc2)n1C	-11.0%	-9.5%	-5.8%	-3.2%	i	37.7	-6.9%	0.1%	-7.4%
COc1cc2c(cc1OC)C(C)N(C(=O)c1cc3c(C)cc(C)cc3[nH]1)CC2 (stereo unspecified)	?	?	6.51µM*	?	?	-80.6*	-28.7%	?	?
O=C(NCCS(=O)(=O)c1ccc(Cl)cc1)c1ccc(F)cc1	6.7%	-28.2%	8.0%	1.6%	i	1.3	-2.7%	-15.3%	9.4%
O=C(O)CCn1cc(/C=N/O)c(-c2cccc([N+](=O)[O-])c2)n1	8.8%	1.5%	11.4%	-6.3%	i	-6.6	1.1%	-10.7%	16.0%
O=C(O)CCc1nnc2cnc3ccccc3n12	6.9%	5.7%	/	/	i	/	2.2%	/	/
COc1ccccc1N1CCN(C(=O)c2ccc3[nH]c(C)c(C)c3c2)CC1	1.64µM*	/	1.3µM*	2.31µM*	?	38.4	-3.0%	?	1.46µM*
Cc1ccc(C)c(N2CCN(C(=O)CN3C(=S)NC(C)(C)CC3C)CC2)c1 (stereo unspecified)	-10.2%	-9.2%	7.3%	-4.9%	i	-3.2	-20.0%	6.3%	0.0%
COc1ccc(CCNC(=O)CCNS(=O)(=O)c2cccc(Cl)c2)cc1OC	9.6%	/	-0.2%	4.9%	i	-14.7	-0.2%	5.3%	0.0%
CCOc1ccccc1CN1CCN(CC2CC2)CC1CCO (stereo unspecified)	-3.1%	11.5%	0.1%	-1.7%	i	31.3	-0.1%	8.9%	-0.1%
COc1ccc2nc(-c3ccccc3)nc(SC)c2c1	0.0%	14.6%	-4.7%	-17.7%	i	41.7	-24.6%	?	-1.2%
COc1ccc(-c2nnn3c2nc(NCc2ccccc2)c2ccccc23)cc1	2.1%&0.0%	6.2%&10.1%	0.3%	?	i	33.0	-1.1%&-23.1%	1.64µM*	6.4%
CCc1oc2ccccc2c1C(=O)CCN1CCCCC1	-3.3%	-20.9%	-9.1%	11.5%	i	?	-25.4%	9.2µM*	-6.2%
CCCNC(=O)c1onc(CSc2ccccc2)c1C(=O)NCCC	7.9%	6.6%	4.7%	-5.6%	i	-0.8	-4.1%	2.1%	-11.8%
Cc1cc(C(F)F)n2nc(C(=O)Nc3cc(C)on3)nc2n1	8.1%	7.9%	12.9%	-0.4%	i	10.2	-1.0%	-5.2%	14.8%
Cc1ccc(-n2ncc3c(NCc4ccccc4)ncnc32)cc1Cl	25.0%	34.8%[activator]	/	/	i	/	4.6%	/	/
Cc1cccc(CCNC(=O)CCc2c(C)nc3c(-c4ccc(F)cc4)c(C)nn3c2C)c1	-10.5%	-2.8%	/	/	i	/	-12.4%	/	/
C=CCn1c(COc2ccccc2)nnc1SCC(=O)Nc1ccc2c(c1)OCCO2	-1.1%	-3.2%	1.2%	2.0%	i	0.0	3.0%	2.5%	-3.7%
O=C1/C(=C/c2ccccn2)SC(=S)N1N1CCOCC1	5.5%	14.4%	14.3%	3.5%	i	15.3	-1.9%	-9.6%	22.7%
Cc1nc(-c2ccccc2)nc(Cl)c1Cl	16.0%	-4.8%	3.2%	-6.4%	i	-7.0	-4.9%	-7.7%	1.9%
O=C(CSc1nnc(CNC(=O)c2cccc(C(F)(F)F)c2)o1)NCc1ccco1	-0.1%	0.4%	11.6%	-5.0%	i	i	14.1%	-1.9%	7.1%
CCCC(=O)NCCCc1nc2ccccc2n1C(C)C	10.8%	3.1%	-0.1%	-1.3%	i	17.0	-12.1%	-1.0%	1.7%
FC(F)(F)c1nc(SCc2ccc(Cl)cc2Cl)n[nH]1	-6.6%	15.0%	-22.6%	-0.6%[9.22 µM]	i	-7.4	-31.1%	?	-12.6%
N#CC1=C2SCN(Cc3ccco3)CN2C(=O)CC1c1cccc2ccccc12 (stereo unspecified)	1.4%	-6.1%	-14.4%	16.0%	i	10.1	-7.8%	?	-2.4%

Reprinted from the results shown (eight entries):
SMILES	KB-3-1 tox	ATXN2 expr inh	HT1080 IDH1KD tx	SW480 rerep	ATXN viability	IL1B secr inh	HepG2 viability	MCF10A rereplic	HT1080NT lethal
Cc1cccc(CCNC(=O)CCc2c(C)nc3c(-c4ccc(F)cc4)c(C)nn3c2C)c1	-10.5%	-2.8%	/	/	i	/	-12.4%	/	/
C=CCn1c(COc2ccccc2)nnc1SCC(=O)Nc1ccc2c(c1)OCCO2	-1.1%	-3.2%	1.2%	2.0%	i	0.0	3.0%	2.5%	-3.7%
O=C1/C(=C/c2ccccn2)SC(=S)N1N1CCOCC1	5.5%	14.4%	14.3%	3.5%	i	15.3	-1.9%	-9.6%	22.7%
Cc1nc(-c2ccccc2)nc(Cl)c1Cl	16.0%	-4.8%	3.2%	-6.4%	i	-7.0	-4.9%	-7.7%	1.9%
O=C(CSc1nnc(CNC(=O)c2cccc(C(F)(F)F)c2)o1)NCc1ccco1	-0.1%	0.4%	11.6%	-5.0%	i	i	14.1%	-1.9%	7.1%
CCCC(=O)NCCCc1nc2ccccc2n1C(C)C	10.8%	3.1%	-0.1%	-1.3%	i	17.0	-12.1%	-1.0%	1.7%
FC(F)(F)c1nc(SCc2ccc(Cl)cc2Cl)n[nH]1	-6.6%	15.0%	-22.6%	-0.6%[9.22 µM]	i	-7.4	-31.1%	?	-12.6%
N#CC1=C2SCN(Cc3ccco3)CN2C(=O)CC1c1cccc2ccccc12 (stereo unspecified)	1.4%	-6.1%	-14.4%	16.0%	i	10.1	-7.8%	?	-2.4%

(cont.)
SMILES	KB-3-1 tox	ATXN2 expr inh	HT1080 IDH1KD tx	SW480 rerep	ATXN viability	IL1B secr inh	HepG2 viability	MCF10A rereplic	HT1080NT lethal
O=C(OCn1nnc2ccccc2c1=O)C1COc2ccccc2O1 (stereo unspecified)	-9.7%	-1.7%	2.7%	-0.6%	i	-3.6	0.2%	-7.6%	0.2%
C=C(C)CN(CC)C(=O)CSc1nc(O)cc(=O)n1C1CCCC1	-14.2%	11.1%	0.9%	-444.3%[1.84 µM]	i	-14.9	-32.8%	?	-4.9%
Cc1ccc(NC(=O)CCn2cccn2)c(C)c1	9.2%	8.5%	/	/	i	/	-3.1%	/	/
O=C(NCc1cc(Br)cc(Br)c1OC(=O)c1ccccc1[N+](=O)[O-])c1ccccc1	0.3%	7.5%	-14.3%	-2.3%	?	4.3	-45.8%	?	-14.7%
O=C(CN(Cc1ccccc1)C(=O)c1ccc2c(c1)OCCO2)NCc1ccc2c(c1)OCO2	13.1%	-22.2%	2.3%	-0.4%	i	-18.1	59.1%	-2.4%	2.9%
COc1ccc(Cc2nc(C(=O)Nc3ccccc3)cs2)cc1	-22.2%	17.3%	-16.1%	1.9%	i	-53.6*	-14.5%	23.0%	?
COc1cc(OC)cc(C(=O)NCc2n[nH]c(=S)n2-c2ccccc2)c1	0.0%	-6.1%	9.2%	1.4%	i	14.0	-3.6%	-1.2%	5.1%
COc1ccc(Cl)cc1-c1cc(C(=O)NCc2cc(C(F)(F)F)cc(C(F)(F)F)c2)[nH]n1	0.0%	-13.4%	?	/	i	0.0	-46.4%	/	20.6µM*
CCC1Sc2ccc(S(=O)(=O)CCC(=O)Nc3cccc(Br)c3)cc2NC1=O (stereo unspecified)	10.7%	-17.7%	-23.1%	-8.2%	i	35.1	-7.2%	?	-1.1%
Cc1ccc(C(=O)OCC(=O)c2ccc(CC(=O)N3CCOCC3)s2)cc1C	9.5%	1.5%	2.8%	3.4%	i	47.1	4.4%	2.2%	0.7%
CC[C@]12c3[nH]c4ccc(OC)cc4c3CCN1C(=O)C(CC(=O)NCCCn1ccnc1)C[C@@H]2C(=O)N1CCN(C(=O)C2CC2)CC1 (stereo partly specified)	12.2%	5.7%	3.0%	-12.4%	i	-0.1	-21.8%	-3.8%	5.8%
CCOc1cccc(CN2CCC(CCC(=O)NC3CC3)CC2)c1O	21.9%	/	5.8%	-13.8%	i	5.2	-26.1%	0.8%	-1.6%
O=C(Nc1nc(-c2ccccc2)c(C(=O)c2ccccc2)s1)c1ccc(S(=O)(=O)N2CCCCC2)cc1	?	3.0%	13.9%	-13.6%	i	9.7	34.7%	?	14.6%
O=[N+]([O-])c1ccc(O)c(C=Nc2ccc3c(c2)OCO3)c1	-1.1%	31.9%	-18.8%	26.3%	i	-11.4	7.6%	7.1%	-24.6%
CC1(C)CC(NC(=O)COc2cc3oc(=O)c4c(c3cc2Cl)CCC4)CC(C)(C)N1	-8.7%	0.0%	1.2%	-15.3%	i	-3.6	-14.5%	6.4%	-0.4%
O=C(/C=C/c1ccco1)NCCCN1CCOCC1	5.9%	-12.4%	6.1%	-2.8%	i	6.3	-1.5%	1.6%	2.0%
CC(C)(C)OC(=O)N1CCC(CC2CC(c3ccccc3)=NO2)(C(=O)NCc2ccccc2)CC1 (stereo unspecified)	-1.0%	-8.7%	1.7%	3.0%	?	-25.3	-14.8%	?	2.2%
COC(=O)c1cc(NC(=O)c2cc3sccc3n2Cc2ccc(Cl)cc2)cc(C(=O)OC)c1	7.2%	9.3%	/	/	i	/	-8.1%	/	/
CCOC(=O)N1CCN(C(=O)CCNS(=O)(=O)c2ccc(C)c(C)c2)CC1	4.0%	10.1%	1.6%	-8.8%	i	1.7	-33.2%	3.1%	10.9%
COc1ccc(S(=O)(=O)N2CCOc3ccccc32)cc1	-27.3%	0.0%	13µM*	5.8µM*	i	108.1	-4.6%	4.61µM*	?

Screening results (PubChem BioAssay)
